# NCI-60 one-dose screen, 48 h, at 10 µM unless noted. Numbers give growth in % (100 = growth as untreated, 0 = no growth, -100 = all killed).
# HOP-62: HOP-62 NSCLC | actives 3.9% (n = 80,000) | AID 1794735
# HOP-92: HOP-92 NSCLC cells; actives 6.3% (n = 71,000); AID 1794738
# M14: M14 melanoma; actives 6.2% (n = 80,000)
# RPMI-8226: RPMI-8226 leukemia cells | actives 7.5% (n = 77,000)
# A549/ATCC: A549/ATCC NSCLC | actives 3.7% (n = 81,000)
# EKVX: EKVX NSCLC. actives 3% (n = 71,000). AID 1794765
# MDA-MB-435: MDA-MB-435 melanoma. AID 1794794. actives 7.8% (n = 82,000)
# CCRF-CEM: CCRF-CEM leukemia. actives 7% (n = 77,000)
# * hit, by the source's call; . = not tested or not shown; & = joins results of further samples; [ ] = another dose, or the depositor's remark. Rule for the calls: active = growth percent below 10; inactive = the rest. Compounds as they come; 13% or so of the library scored in one or more.
# Every second line gives: HOP-62 | HOP-92 | M14 | RPMI-8226 | A549/ATCC | EKVX | MDA-MB-435 | CCRF-CEM
Nc1nnc(CCC(=O)Nc2nnc(-c3ccccc3)s2)s1
 : 88 | 99 | 97 | 103 | 97 | 95 | 114 | 108
Cc1ccc(C)n1-c1ccc(Cl)cc1
 : 94 | 86 | 100 | . | 117 | 91 | 101 | 96
O=c1[nH]nc(-c2ccccc2NCc2ccccc2)c(=O)[nH]1
 : 110 | 87 | 109 | 101 | 109 | . | 89 | 99
Cc1ccc(CNc2ncnc3[nH]ncc23)cc1
 : 105 | 78 | 110 | 91 | 96 | 88 | 99 | 89
COc1ccccc1NC(=O)Nc1cc(C(C)C)c(O)cc1C
 : 87 | 98 | 113 | 106 | 107 | 100 | 105 | 103
CN1CCCc2cc(/C=C3\SC(=S)N(c4cc(N)cc(C(=O)O)c4)C3=O)ccc21
 : 100 | 111 | 99 | 108 | 107 | 101 | 108 | 111
CN(C)CCC(c1ccccc1)c1cc(Cl)ccn1 (stereo not drawn)
 : 95 | 86 | 95 | 96 | 105 | 97 | 109 | 102
COc1cc(CC#N)c([N+](=O)[O-])cc1OC
 : 113 | 100 | 109 | 109 | 102 | 111 | 111 | 103
Cc1noc(C)c1-c1cc(O)cc(C(O)c2ccccc2)c1 (stereo not drawn)
 : 47 | 26 | 56 | 15 | 55 | . | 44 | 47
Clc1ccc(Cn2ccc3nc(Cl)nc(Cl)c32)c(Cl)c1
 : 100 | 114 | 82 | 67 | 98 | 99 | 71 | 23
CC(Oc1ccc(C(=O)NS(=O)(=O)c2ccccc2Cl)cc1C(F)(F)F)c1ccc(Oc2ccccc2)cn1 (stereo not drawn)
 : 98 | 88 | 108 | 108 | 105 | 106 | 100 | 100
Cn1cc(-c2ncnc3ccc(-c4cnc(Cl)c(NS(C)(=O)=O)c4)cc23)c2ccccc21
 : 16 | -8.6* | 9.7* | 14 | 6.6* | 12 | 7.2* | 24
CC1(C)CC(=O)C(Cn2c(-c3ccccc3)nc3ccccc32)C(=O)C1
 : 101 | 93 | 115 | 97 | 94 | 98 | 102 | 98
CC1(C)CC[C@]2(CO)CC[C@]3(C)C(=CC[C@@H]4[C@@]5(C)C/C(=C/c6cccnc6)[C@H](O)C(C)(C)[C@@H]5CC[C@]43C)[C@@H]2C1
 : 105 | 99 | 96 | 64 | 82 | 85 | 96 | 65
COc1ccc(/C=C/c2cc(/C=C/c3ccc(OC)c(OC)c3OC)on2)c(OC)c1OC
 : 90 | 63 | 87 | 70 | 94 | 91 | 93 | 69
Clc1nccc2c(-c3csc(-c4c[nH]c5ccccc45)n3)c[nH]c12
 : 101 | 24 | -27* | 51 | 29 | 63 | 54 | 31
CCN1CCN(c2nc(NN3C(=O)c4cccc5cccc(c45)C3=O)nc(N3CCOCC3)n2)CC1
 : 93 | 102 | 105 | 108 | 110 | 95 | 94 | 104
O=C1c2ccccc2-c2cccc3c(-c4ccc5c6c(cccc46)-c4ccccc4C5=O)ccc1c23
 : 101 | 87 | 108 | 100 | 86 | 114 | 103 | 97
COc1cc(/C=C/C(=O)N2CCN(C(=O)/C=C/c3ccc(C(F)(F)F)cc3)CC2)cc(OC)c1OC
 : 107 | 71 | 99 | 77 | 94 | 97 | 102 | 87
Cc1ccc(C)c(CN(C)C)c1O
 : 97 | 88 | 105 | 121 | 106 | 98 | 109 | 135
O=c1cn[nH]c2ccc(Br)cc12
 : . | 123 | 101 | . | 102 | 108 | 111 | 96
CC(=O)N1CCC[C@]2(C)[C@H]3CC=C4[C@@H]5CC(C)(C)CC[C@]5(C(=O)N5CCN(C)CC5)CC[C@@]4(C)[C@]3(C)CC[C@H]2C1(C)C
 : 97 | 74 | 101 | 47 | 92 | 96 | 95 | 98
CCC(C)C(C(=O)O)N1C(=O)CSC1=S (stereo not drawn)
 : 102 | 94 | 105 | 97 | 99 | 92 | 101 | 97
COc1cc(Nc2ncc(NC(=O)Nc3c(Cl)cccc3Cl)c(Oc3ccc(C)cc3OC)n2)cc(OC)c1
 : 12 | . | 95 | 102 | 99 | 99 | 100 | 94
Cc1cccc(NC(=O)Nc2ccc(Oc3ncnc4sc5c(c34)CCCC5)cc2)c1
 : . | 81 | 68 | 59 | 67 | 63 | 79 | 70
O=C1N/C(=N\c2nccs2)S/C1=C\C=C/c1ccccc1
 : 43 | 64 | -21* | 39 | -81* | 28 | 45 | .
O=C(O)c1ccoc1
 : 97 | 98 | 99 | 106 | 95 | 105 | 102 | 105
CC(=O)OC1=C2C(CC3C4CC=C5CC(OC(C)=O)CCC5(C)C4CCC23C)C(C#N)(C#N)C(C#N)(C#N)C1 (stereo not drawn)
 : 99 | 71 | 104 | 54 | 96 | . | 87 | .
COc1ccc(C(=O)/C=C/c2ccc(Oc3ccc(Br)cc3)cc2)cc1OC
 : 111 | 85 | 99 | 105 | 99 | 92 | 97 | .
NS(=O)(=O)c1ccc(CCn2c(SCC(=O)Nc3ccc(Cl)cc3)nc3ccccc3c2=O)cc1
 : 88 | 76 | 100 | 83 | 77 | 82 | 92 | 76

# Whole records from above:
# `Clc1ccc(Cn2ccc3nc(Cl)nc(Cl)c32)c(Cl)c1` reads HOP-62 = 100; HOP-92 = 114; M14 = 82; RPMI-8226 = 67; A549/ATCC = 98; EKVX = 99; MDA-MB-435 = 71; CCRF-CEM = 23
# `COc1cc(Nc2ncc(NC(=O)Nc3c(Cl)cccc3Cl)c(Oc3ccc(C)cc3OC)n2)cc(OC)c1` reads HOP-62 = 12; HOP-92 = .; M14 = 95; RPMI-8226 = 102; A549/ATCC = 99; EKVX = 99; MDA-MB-435 = 100; CCRF-CEM = 94

# Random excerpt: 4 records from the list, in no set order.
# Every second line gives: HOP-62 | HOP-92 | M14 | RPMI-8226 | A549/ATCC | EKVX | MDA-MB-435 | CCRF-CEM
CC(Oc1ccc(C(=O)NS(=O)(=O)c2ccccc2Cl)cc1C(F)(F)F)c1ccc(Oc2ccccc2)cn1 (stereo not drawn)
 : 98 | 88 | 108 | 108 | 105 | 106 | 100 | 100
Clc1nccc2c(-c3csc(-c4c[nH]c5ccccc45)n3)c[nH]c12
 : 101 | 24 | -27* | 51 | 29 | 63 | 54 | 31
Cc1ccc(C)n1-c1ccc(Cl)cc1
 : 94 | 86 | 100 | . | 117 | 91 | 101 | 96
CC(=O)OC1=C2C(CC3C4CC=C5CC(OC(C)=O)CCC5(C)C4CCC23C)C(C#N)(C#N)C(C#N)(C#N)C1 (stereo not drawn)
 : 99 | 71 | 104 | 54 | 96 | . | 87 | .

# Going on with the list:
# Every second line gives: HOP-62 | HOP-92 | M14 | RPMI-8226 | A549/ATCC | EKVX | MDA-MB-435 | CCRF-CEM
CCCCCCC1CCN(CC(=O)c2ccccc2)CC1
 : 101 | 50 | 81 | 90 | 102 | 79 | 101 | 12
Fc1ccc(-c2nn(-c3ccccc3)cc2-c2nc3ccccc3s2)cc1
 : 126 | 82 | 101 | 86 | 96 | 88 | 49 | 89
O=S(=O)(Nc1ccc(Cl)nn1)c1ccc(NC2=NC3C=CC=CC3S2)cc1 (stereo not drawn)
 : 87 | 113 | 104 | 108 | 100 | 90 | 105 | 112
Cc1c(C(=O)N=Nc2c(O)n(C)c3ccccc23)oc2ccccc12
 : 99 | 103 | 101 | . | 103 | 75 | 99 | 96
O=C(C[n+]1cccc2cc[nH]c21)c1ccc(Br)cc1
 : 87 | 61 | 92 | 101 | 99 | 68 | 97 | 95
CCOc1ccc(OCC)c(NC(=O)CC(C)=O)c1
 : 92 | 90 | 109 | 98 | 96 | 97 | 105 | 99
N#C/C(=C\c1c(F)c(F)c(F)c(F)c1F)c1cc2ccccc2[nH]1
 : 95 | 92 | 97 | . | 99 | 96 | 101 | 93
Cc1ccc(Nc2nc(SCCC(C)C)nc(-c3ccc(F)cc3)c2C#N)cc1
 : 82 | 51 | 120 | 75 | 95 | 77 | 87 | 99
COc1cc(/C=C/c2cc(/C=C/c3ccc(O)c(OC)c3)n(C(=O)c3ccc(Cl)cc3)n2)ccc1O
 : 20 | -2.9* | -1.1* | -16* | 12 | . | -45* | 0.6*
Cc1ccc(N=Nc2sc(=O)[nH]c2S)cc1
 : 101 | 111 | 93 | 101 | 102 | 103 | 102 | 106
O=C(CCCCn1cnc2c(=S)nc[nH]c21)Nc1ccc(C(=O)O)cc1
 : 94 | 83 | 103 | 106 | 105 | 100 | 103 | 106
O=C(Nc1cccc(Cl)c1)Nc1ccccc1Cl
 : 101 | . | 106 | 56 | 81 | 72 | 92 | 85
Cc1ccc(-c2nc3nc(-c4ccc(Cl)cc4)nc(N4CCCNCC4)c3o2)cc1
 : 98 | 84 | -76* | -49* | -82* | 123 | -81* | -73*
N#Cc1cc([N+](=O)[O-])ccc1NC(=O)/C(=N/N)C(C(=O)c1ccc(Cl)c(Cl)c1)C1OC(=O)c2ccccc21 (stereo not drawn)
 : . | 84 | 95 | 93 | 77 | 98 | 112 | 80
COc1cc(C2CC(c3ccc(Cl)cc3)=NN2C=O)ccc1Oc1ccnc2cc(Cl)ccc12 (stereo not drawn)
 : 53 | . | 92 | 65 | 59 | 59 | 73 | 69
CC(=O)N[C@H]1CCC[C@H](NC(C)=O)C1
 : . | 80 | 108 | 99 | . | 119 | 113 | 98
S=c1[nH]c2nc(Cl)c(Cl)nc2[nH]1
 : 104 | . | 118 | 90 | 100 | 108 | 112 | 97
COc1ccc(C2CC(c3c(O)cc(C)c(Cl)c3C)=NN2c2ccc(S(N)(=O)=O)cc2)cc1 (stereo not drawn)
 : 78 | 43 | 78 | 64 | 56 | 71 | 79 | 39
CC[C@]12C=CCN3CC[C@@]4(c5ccc(OC)cc5N(C)[C@H]4[C@@](O)(C(=O)OC)[C@@H]1OC(=O)CCC(=O)N[C@H](Cc1c[nH]c4ccccc14)C(=O)OC)[C@@H]32
 : -7.1*[100 µM] | -57*[100 µM] | -33*[100 µM] | 0.7*[100 µM] | -31*[100 µM] | -59*[100 µM] | -61*[100 µM] | 7.1*[100 µM]
CC(C)[C@@]12C[C@@H](OC(=O)[C@H]3CO3)[C@@](C)(O1)[C@@H]1CC[C@@H](C)[C@H]1[C@@H]2OC(=O)/C=C/c1ccccc1
 : 72 | . | 102 | 73 | 61 | 72 | 98 | 82
O=C(c1ccc(Cl)cc1)C1[C@H](c2ccccc2Cl)[C@@H](c2ccccc2)NC12C(=O)Nc1ccccc12 (stereo partly drawn)
 : -41* | -48* | -76* | -0.1* | 3.7* | 1.0* | -83* | 4.7*
CCOc1ccc(NC(=O)CSc2oc(-c3ccccc3)nc2S(=O)(=O)c2ccc(F)cc2)cc1
 : 58 | 31 | 87 | 73 | 46 | 83 | 89 | 80
CCN1C(=S)N(c2ccccc2)C2N=C(SC)N(/N=C/C=C/c3ccccc3OC)C21 (stereo not drawn)
 : 120 | 105 | 105 | 71 | 99 | 103 | 105 | 93
COc1ccc(C2CC(c3cccc(OCCCCOc4cccc(C5=NOC(c6ccc(OC)cc6)C5)c4)c3)=NO2)cc1 (stereo not drawn)
 : 105 | 104 | 91 | -22* | 88 | 102 | 105 | 73
Cc1cc(C)cc(N2C(=O)C=CC2=O)c1
 : 99 | 106&112 | 103&116 | 94&102 | 99 | 112&104 | 103&103 | 54&92
C=CCOc1ccc(/C=N/NC(N)=S)cc1
 : 95 | 105 | 96 | 88 | 88 | 37 | 102 | 88
CC(=O)OC1CCC2(C)C(CCC3C2CC(OC(C)=O)C2(C)C(/C(C)=C/C=C(c4ccccc4)c4ccccc4)CCC32)C1 (stereo not drawn)
 : 102 | . | 100 | 82 | 85 | . | 99 | 86
COc1ccc(OC)c(C2C(C#N)=C(N)N(c3ccc(F)cc3F)C3=C2C(=O)CC(C)(C)C3)c1 (stereo not drawn)
 : 117 | 104 | . | . | 96 | 101 | 103 | 104
CC(=O)Nc1ccc(/C=N\NC(=O)N/N=C/c2ccc(NC(C)=O)cc2)cc1
 : 98 | 110 | 104 | 96 | 118 | 102 | 108 | 93
CC(C)(CCC(=O)N1CCSCC1)c1ccccc1
 : 103 | . | 114 | 115 | 105 | 121 | 107 | 88

# 4 successive records out of the list so far:
# Every second line gives: HOP-62 | HOP-92 | M14 | RPMI-8226 | A549/ATCC | EKVX | MDA-MB-435 | CCRF-CEM
CC(=O)OC1CCC2(C)C(CCC3C2CC(OC(C)=O)C2(C)C(/C(C)=C/C=C(c4ccccc4)c4ccccc4)CCC32)C1 (stereo not drawn)
 : 102 | . | 100 | 82 | 85 | . | 99 | 86
COc1ccc(OC)c(C2C(C#N)=C(N)N(c3ccc(F)cc3F)C3=C2C(=O)CC(C)(C)C3)c1 (stereo not drawn)
 : 117 | 104 | . | . | 96 | 101 | 103 | 104
CC(=O)Nc1ccc(/C=N\NC(=O)N/N=C/c2ccc(NC(C)=O)cc2)cc1
 : 98 | 110 | 104 | 96 | 118 | 102 | 108 | 93
CC(C)(CCC(=O)N1CCSCC1)c1ccccc1
 : 103 | . | 114 | 115 | 105 | 121 | 107 | 88

# Further entries follow:
# Every second line gives: HOP-62 | HOP-92 | M14 | RPMI-8226 | A549/ATCC | EKVX | MDA-MB-435 | CCRF-CEM
COc1cc(/C=C/C(=O)c2ccc(N3CCNCC3)cc2)ccc1F
 : 101 | 55 | 78 | 50 | 67 | 97 | 80 | 22
NC(=O)c1cccc(-n2ccc3cc(NC(=O)c4ccccc4)ccc32)n1
 : 94 | 112 | 62 | 81 | 21 | 65 | 95 | 25
ClC(Cl)c1nc(-c2cccnc2)n2nc(-c3ccccc3)cc2n1
 : 5.2* | -0.8* | 71 | 33 | -17* | 15 | 1.0* | .
O=S(=O)(O)c1ccc(N/N=C/c2ccccc2Cl)cc1
 : 123 | 116 | 100 | 99 | 100 | 116 | 102 | 95
CCOC(=O)c1sc(Nc2cccc(Nc3nc(C)c(C(=O)OCC)s3)c2)nc1C
 : 97 | 59 | 107 | 88 | 104 | 85 | 96 | 99
